# M1 antag = human CHRM1 antagonism. P11229. CHO-K1 hM1, Fluo-8 calcium fluorescence, ACh EC80 antagonist. inhibition, % at 3 µM. 360,000 compounds, 1.3% hits. AID 588852;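 active means percent inhibition above its own plate's cutoff, namely the mean of that plate's compound wells plus 3 SD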;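 further: peak over basal fluorescence ratio during 140 s after agonist addition; 0% = ACh EC80 plus DMSO and 100% = DMSO alone without agonist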
# Target sequence (P11229 whole entry, looked up): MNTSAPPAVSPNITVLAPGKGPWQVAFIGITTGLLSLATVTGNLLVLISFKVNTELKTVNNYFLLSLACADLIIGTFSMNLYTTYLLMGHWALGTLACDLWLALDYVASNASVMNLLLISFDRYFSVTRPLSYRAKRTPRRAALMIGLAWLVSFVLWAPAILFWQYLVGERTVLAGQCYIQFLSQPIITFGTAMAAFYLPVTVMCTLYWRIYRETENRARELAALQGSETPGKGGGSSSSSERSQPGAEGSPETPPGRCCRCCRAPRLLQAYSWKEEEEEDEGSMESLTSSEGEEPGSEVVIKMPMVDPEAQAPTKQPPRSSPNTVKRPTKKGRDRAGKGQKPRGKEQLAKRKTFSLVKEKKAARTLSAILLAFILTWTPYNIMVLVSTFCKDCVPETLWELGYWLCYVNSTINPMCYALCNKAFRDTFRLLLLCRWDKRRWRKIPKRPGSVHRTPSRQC
# CHO-K1 Ca antag = nonselective inhibitor or artifact in parental CHO-K1 cells; ATP-induced calcium, Fluo-8 fluorescence; AID 602250; 360,000 compounds, 0.6% hits; inhibition, % at 3 µM;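 active means inhibition above a per-plate cutoff, the plate's mean sample inhibition plus 3 SD, cut at about 24% in these data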;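 further: 0% = DMSO plus EC80 ATP and 100% = DMSO alone without ATP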
# CHRM1 agonist = human M1 muscarinic receptor agonism; activation, % at 3 µM; AID 588814; 360,000 compounds, 0.33% hits; CHO-K1 hM1, Fluo-8 calcium fluorescence, agonist mode; 0% DMSO, 100% acetylcholine EC100;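 active means activation above the run's mean compound activation plus 3 SD, cut at about 16% in these data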;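 further: peak over basal fluorescence ratio within a 140 s kinetic read after compound addition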
# CHO parental Ca = counter-screen for OX1R antagonists: effect in parental CHO cells; inhibition, % at 5.6 µM; 330,000 compounds, 0.63% hits; parental CHO-K1, ATP-induced calcium, Fluo-8 fluorescence; AID 463079;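 active means inhibition above that plate's mean sample inhibition plus 3 SD, cut at about 26% in these data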;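 further: 0% = ATP-challenged DMSO wells and 100% = DMSO wells without ATP; some compounds past the cut are filed as inactive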
#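 Material: parental CHO cells / Compound: single nominal dose of 5.6 µM per compound / Signal: Fluo-8 fluorescence / Replicates: singlicate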
# CHO-K1 Ca PAM = counter-screen for M1 PAMs: effect in parental CHO-K1 cells | activation, % at 3 µM | ATP EC20, Fluo-8 calcium fluorescence; 0% at ATP EC20, 100% at ATP max | 360,000 compounds, 0.02% hits;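 active means activation above the run cutoff, the mean activation of all test compounds plus 3 SD, cut at about 40% in these data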;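 further: peak over basal fluorescence ratio in a 140 s read after ATP addition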
# TAAR1 antag = antagonists of human TAAR1; Q96RJ0; CHO RD-HGA16 TAAR1, Fluo-8 calcium fluorescence, antagonist; inhibition, % at 3 µM; 360,000 compounds, 1.5% hits;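 active means inhibition above a per-plate cutoff, the mean inhibition of test compounds on that plate plus 3 SD, cut at about 49% in these data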;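 further: 0% = DMSO plus EC80 beta-PEA response and 100% = DMSO alone without agonist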
# Target sequence (Q96RJ0 whole entry, looked up): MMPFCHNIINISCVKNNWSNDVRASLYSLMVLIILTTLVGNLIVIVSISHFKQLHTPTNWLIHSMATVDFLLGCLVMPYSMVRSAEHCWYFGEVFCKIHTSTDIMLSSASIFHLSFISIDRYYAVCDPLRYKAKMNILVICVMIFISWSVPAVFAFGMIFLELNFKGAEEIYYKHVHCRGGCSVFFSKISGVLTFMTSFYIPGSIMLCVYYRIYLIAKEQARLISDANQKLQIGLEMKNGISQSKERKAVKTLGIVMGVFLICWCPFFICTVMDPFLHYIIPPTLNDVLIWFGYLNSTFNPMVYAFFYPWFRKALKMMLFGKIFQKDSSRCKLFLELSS
#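 System: RD-HGA16 CHO cells with stable hTAAR1 and Gα16 | Probe or stimulus: EC80 β-phenethylamine stimulus | Dosing: 3 µM, single point | Times: Dye loading 75 min at 37 °C, then 30 min room temperature | Measured by: Fluo-8 calcium-sensitive fluorescence | Read-out basis: % inhibition of agonist calcium response | Replicates: n of 1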
# TAAR1 agonist = human TAAR1 agonism. activation, % at 3 µM. 360,000 compounds, 0.99% hits. Q96RJ0. CHO RD-HGA16 TAAR1, Fluo-8 calcium fluorescence; vehicle wells 0%, saturating PEA agonist 100%. AID 624467;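 active means activation above the mean activation of all test compounds in the run plus 3 SD, cut at about 38% in these data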
#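 Signal – calcium-sensitive Fluo-8 signal, excitation 470-495, emission 515-575 nm · System – RD-HGA16 (CHO) cells co-expressing Gα16 and hTAAR1 · Incubation – 17-24 h seeding, 75 min 37 °C dye, 30 min RT · Compound dosing – 3 µM single concentration · Repeats – no replicates (n 1)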
# CHRM1 PAM = potentiates human M1 receptor response to acetylcholine; P11229; CHO-K1 hM1, Fluo-8 calcium fluorescence, ACh EC20; 0% = ACh EC20, 100% = maximal ACh; activation, % at 3 µM; 360,000 compounds, 0.088% hits; AID 588819; in the data active means activation above about 19%, passing the limit was not always enough
# M1 ag parental = M1 agonist counterscreen hit in parental CHO-K1 cells; AID 602248; 360,000 compounds, 0.48% hits; activation, % at 3 µM; Fluo-8 calcium fluorescence; scaled to maximal ATP response, vehicle zero; in the data active means activation above about 15%;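 further: untransfected CHO-K1 host cells lacking M1 receptor as counterscreen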
# Active calls of the source: *; . = no result given.
1) CC(=O)Nc1ccc(S(=O)(=O)NNC(=S)NCc2ccco2)cc1
2) O=C(/C=C/c1cccs1)NC1CC1
3) O=C(OCCO)c1cc(Cl)c(C(=O)OCCO)cc1Cl
4) Nc1[nH]c(C(=O)c2ccccc2)c(-c2ccc(C(F)(F)F)cc2)c1C(=O)NCc1ccc(Cl)cc1Cl
5) C[C@H](NC(=O)CCCn1nnc2ccccc2c1=O)C(=O)O
6) CC(NC(=O)CN1CCN(Cc2ccc(Cl)cc2)C1=O)c1ccc2c(c1)OCCO2 (stereo not drawn)

assay / entry	1	2	3	4	5	6
M1 antag	-8	-5	13	.	-9	-12
CHO-K1 Ca antag	-8	-17	-4	0	-11	-11
CHRM1 agonist	-1	-1	-3	.	-3	-6
CHO parental Ca	-7	-10	-7	.	-10	-14
CHO-K1 Ca PAM	9	9	9	10	1	15
TAAR1 antag	-17	-17	-6	-9	-3	-2
TAAR1 agonist	0	6	0	6	-2	0
CHRM1 PAM	5	7	-6	.	7	14
M1 ag parental	1.4	0.3	0.6	-0.3	0.2	0.1

# Part of the list above with just CHO parental Ca, CHO-K1 Ca antag and CHRM1 PAM.
nr	canonical_smiles	CHO parental Ca	CHO-K1 Ca antag	CHRM1 PAM
2	O=C(/C=C/c1cccs1)NC1CC1	-10	-17	7
1	CC(=O)Nc1ccc(S(=O)(=O)NNC(=S)NCc2ccco2)cc1	-7	-8	5

# Additional entries
7) CC1CCC(NC(=O)CSc2nncs2)CC1 (stereo not drawn)
8) CCCCn1c(SCN2C(=O)c3ccccc3C2=O)nc2cc(S(N)(=O)=O)ccc21
9) O=C(NC1CC2CCCC(C1)N2C(=S)Nc1ccccc1Cl)C1CC1 (stereo not drawn)
10) C=CCSC(=S)Nc1c(C)n(C)n(-c2ccccc2)c1=O
11) CCN(CC)C(=O)CNC(=O)Cc1ccc(Cl)cc1
12) CCOc1ccccc1CN1CCNC(=O)C1CC(=O)NCCc1ccccn1 (stereo not drawn)

assay / entry	7	8	9	10	11	12
M1 antag	-15	6	7	-19	-2	6
CHO-K1 Ca antag	5	-10	-14	-9	-7	-4
CHRM1 agonist	4	-4	-11	-4	-2	-4
CHO parental Ca	-5	.	2	-6	-5	8
CHO-K1 Ca PAM	4	15	7	7	15	-10
TAAR1 antag	1	2	12	-23	8	-23
TAAR1 agonist	1	1	-3	1	5	18
CHRM1 PAM	12	0	-12	11	7	0
M1 ag parental	-0.4	-0.1	0.2	0.4	0.5	-0.3

13) CCN(c1ccccc1)S(=O)(=O)c1ccc(Cl)c(NC(=O)Nc2ccc(Cl)cc2C#N)c1
14) COc1ccc(-c2c(C)oc3ccc(C)cc23)cc1
15) CC(C)=CCc1c(O)cc2oc3c(CC=C(C)C)c(O)c(O)c(CC=C(C)C)c3c(=O)c2c1O
16) Cc1nc2c(OCc3ccc(C(F)(F)F)cc3)cccn2c1N(C)CC1CC1
17) O=C(C(c1ccccc1)c1ccccc1)N1CCN(CC(O)COc2ccccc2)CC1 (stereo not drawn)
18) CCC1=C2CC[C@H]3C(=O)N(C)C(=O)[C@H]3[C@H]2[C@@]2(Cc3ccccc3)C(=NCC(=O)OC)OC(=O)N2C1=O

assay / entry	13	14	15	16	17	18
M1 antag	2	-1	17	36*	17	-4
CHO-K1 Ca antag	0	-4	25*	9	-4	-18
CHRM1 agonist	-4	-5	-1	-4	-6	-4
CHO parental Ca	-43	-12	-15	.	-26	-2
CHO-K1 Ca PAM	8	3	-7	-3	23	18
TAAR1 antag	-22	21	58*	-18	-29	-2
TAAR1 agonist	1	21	4	1	3	7
CHRM1 PAM	-1	1	-13	-33	-14	8
M1 ag parental	0.2	-0.2	4.9	6.9	0.8	0.4

19) CCOC(=O)C1CCN(Cc2cccc(Oc3ccc(Cl)cc3)c2)CC1
20) CCNc1nc(NCC)n2c(SCC(=O)Nc3ccc(OC)c(OC)c3)nnc2n1
21) COCC(C)n1c(SCc2nc(N)nc(Nc3ccccc3C)n2)nc2ccccc2c1=O (stereo not drawn)
22) CCOc1ccc(-c2cc(C(=O)N/N=C(\C)c3cccnc3)c3ccccc3n2)cc1
23) CCN(CC)c1ncc(C)c(=O)[nH]1
24) CC(C)CNC(=S)NC(=O)c1ccc(F)cc1

assay / entry	19	20	21	22	23	24
M1 antag	28*	-19	-17	-10	-2	11
CHO-K1 Ca antag	-9	-1	-12	-1	2	-9
CHRM1 agonist	-11	0	-4	-3	-1	-8
CHO parental Ca	-23	-14	-25	-40	4	-35
CHO-K1 Ca PAM	3	-6	22	5	-5	6
TAAR1 antag	-11	-29	0	-6	-3	-17
TAAR1 agonist	2	1	1	-2	8	2
CHRM1 PAM	-25	6	3	7	3	-8
M1 ag parental	0.4	0.1	0.1	0.2	-0.3	0.0

25) O=C(c1cccc(C(F)(F)F)c1)N1CCC(=O)N(C(CO)Cc2ccccc2)CC1 (stereo not drawn)
26) CC1CCC/C(=N/NC(=O)c2ccccc2-n2cccc2)C1 (stereo not drawn)
27) Cc1ccc(CNC(=O)c2ccc(CNc3c(N4CCCC4)c(=O)c3=O)cc2)cc1
28) CC(NC(=O)Nc1nccs1)(C(F)(F)F)C(F)(F)F
29) COc1ccc(CC2C(=O)OC(C)(C)OC2=O)cc1
30) N=C1C(=O)OCC1c1cc(Cl)ccc1NC(=O)Nc1ccccc1 (stereo not drawn)

assay / entry	25	26	27	28	29	30
M1 antag	12	5	-3	-5	-36	-2
CHO-K1 Ca antag	-11	15	-5	-3	-2	9
CHRM1 agonist	0	-7	-2	-1	2	-1
CHO parental Ca	-6	-9	1	6	-11	-18
CHO-K1 Ca PAM	12	-9	16	4	12	-3
TAAR1 antag	19	-14	-12	-10	4	20
TAAR1 agonist	4	5	3	-3	7	7
CHRM1 PAM	-8	-6	9	3	13	3
M1 ag parental	0.4	-0.3	0.2	1.5	0.0	0.8

31) O=C(Nc1ccc(N2CCOCC2)cc1)c1ccc2c(c1)OCO2
32) O=C(Cn1ncc2c1-c1ccccc1OC2)Nc1ccc(Cl)cn1
33) CC(=O)Nc1ccc(C(C)=NNC(=O)C2CCCC2)cc1
34) CCOc1ccc(NC(=O)Nc2ccon2)cc1
35) COc1ccc(Cc2nnc(NC(=O)c3cc(OC)c(OC)c(OC)c3)s2)cc1
36) NC(=O)CN1CCN(S(=O)(=O)c2ccc(Cl)cc2)CC1

assay / entry	31	32	33	34	35	36
M1 antag	1	-7	0	-3	-15	-8
CHO-K1 Ca antag	-6	4	-1	1	-2	1
CHRM1 agonist	-3	-6	-4	1	0	-7
CHO parental Ca	3	-13	.	-6	-28	-8
CHO-K1 Ca PAM	2	-2	-5	-4	2	21
TAAR1 antag	-21	-12	6	18	-6	-1
TAAR1 agonist	4	1	0	0	10	10
CHRM1 PAM	2	1	-5	4	9	11
M1 ag parental	0.4	0.6	-0.3	3.1	0.6	1.4

37) COc1ccc(C2CC(c3cccs3)=NN2C(=O)CSc2nc(=O)n3ccc(C)cc3n2)cc1 (stereo not drawn)
38) CC(=O)Oc1ccc(Cn2c(C)c(C(=O)NCc3ccc4c(c3)OCCO4)sc2=O)cc1
39) O=C(NC(=S)N1CCc2ccccc21)c1ccccc1
40) O=C(NCCC1=CCCCC1)c1c(O)nc2sccn2c1=O
41) O=C(NCc1ccco1)C1CCCN(c2ncnc3c2nc2n3CCCCC2)C1 (stereo not drawn)
42) O=C(Cc1csc(NC(=O)c2ccccc2)n1)NO

assay / entry	37	38	39	40	41	42
M1 antag	2	0	-6	7	-7	-10
CHO-K1 Ca antag	-7	2	0	1	13	-4
CHRM1 agonist	-6	2	-10	-1	5	-2
CHO parental Ca	-7	.	1	-24	-7	-11
CHO-K1 Ca PAM	12	17	-6	-6	9	17
TAAR1 antag	-10	28	-25	-2	-3	-1
TAAR1 agonist	0	12	4	12	2	0
CHRM1 PAM	-4	-9	5	1	8	10
M1 ag parental	0.6	7.7	0.0	0.8	8.6	1.3

# From no. 39 up to 42, copied from above:
39) O=C(NC(=S)N1CCc2ccccc21)c1ccccc1
40) O=C(NCCC1=CCCCC1)c1c(O)nc2sccn2c1=O
41) O=C(NCc1ccco1)C1CCCN(c2ncnc3c2nc2n3CCCCC2)C1 (stereo not drawn)
42) O=C(Cc1csc(NC(=O)c2ccccc2)n1)NO

assay / entry	39	40	41	42
M1 antag	-6	7	-7	-10
CHO-K1 Ca antag	0	1	13	-4
CHRM1 agonist	-10	-1	5	-2
CHO parental Ca	1	-24	-7	-11
CHO-K1 Ca PAM	-6	-6	9	17
TAAR1 antag	-25	-2	-3	-1
TAAR1 agonist	4	12	2	0
CHRM1 PAM	5	1	8	10
M1 ag parental	0.0	0.8	8.6	1.3

# Going on with the list.
43) CCOC(=O)CSC1=C(C#N)C(c2ccccc2OC)CC(=O)N1 (stereo not drawn)
44) O=C(c1cc(S(=O)(=O)N2CCOCC2)ccc1Cl)N1CCC(Cc2ccccc2)CC1
45) CC(C)CC[C@@H](O)[C@](C)(O)C1CC[C@@]2(O)C3=CC(=O)[C@@H]4C[C@@H](O)[C@@H](O)C[C@]4(C)C3CC[C@]12C (stereo partly drawn)
46) O=C(OCC(=O)N1CCCCC1)c1ccc2c(c1)C(=O)N(Cc1ccco1)C2=O
47) COC(=O)c1cc(=O)n(CCc2ccc(OC)c(OC)c2)c(=Nc2ccc(F)c(Cl)c2)s1
48) Nc1ccc(N2CCOCC2)c(S(=O)(=O)Nc2ccccc2Cl)c1

assay / entry	43	44	45	46	47	48
M1 antag	-10	4	-9	-12	-10	-5
CHO-K1 Ca antag	6	10	6	-3	-4	-12
CHRM1 agonist	-2	-4	-4	-6	-2	-3
CHO parental Ca	9	-28	2	-16	-20	-3
CHO-K1 Ca PAM	5	-17	-18	-4	15	6
TAAR1 antag	2	2	12	-8	-16	-4
TAAR1 agonist	-1	2	5	2	0	3
CHRM1 PAM	6	-5	13	12	4	4
M1 ag parental	0.1	1.3	0.1	0.9	-0.1	0.7

49) OC(CSc1ccccc1)CN1CCN(c2ccccc2)CC1 (stereo not drawn)
50) CCOC(=O)C(=O)NCC(c1ccco1)S(=O)(=O)c1cccs1 (stereo not drawn)
51) O=C(NC1=NCCS1)c1ccc(N2CCCC2=O)cc1
52) N#C/C(=C/c1ccc(N2CCCCCC2)o1)c1ccc(F)cc1
53) CC(C)(C)c1ccc(C(=O)NNC(=O)c2ccncc2)cc1
54) COc1ccc2[nH]c(=S)cc(C)c2c1
55) Cc1cccc2c(N)c3c(nc12)CCCC3 (tested in a mixture with another compound)
56) CC(NC(=O)[C@H](C)NC(=O)N1CCn2c1nc1ccccc12)c1ccccc1 (stereo partly drawn)

assay / entry	49	50	51	52	53	54	55	56
M1 antag	5	-10	-4	-9	-7	-17	15	-8
CHO-K1 Ca antag	-18	-17	-14	15	2	-12	-2	-2
CHRM1 agonist	1	-3	-3	2	-3	-4	-5	-4
CHO parental Ca	.	-6	-2	-33	3	-4	.	-18
CHO-K1 Ca PAM	12	19	-11	-5	0	13	9	2
TAAR1 antag	-13	-18	0	.	7	3	33	-4
TAAR1 agonist	2	0	3	.	2	1	0	-2
CHRM1 PAM	-9	6	4	7	5	20	1	5
M1 ag parental	2.3	0.4	0.1	1.1	0.5	0.7	0.5	-0.4

# Compound activity (PubChem)
